Screens (PubChem)
ZTA DNA inh – ZTA (EBV) inhibition in EBNA-1 counter-screen | ZTA-DNA binding, fluorescence polarization | P03206 | hit rate 0.15% among 320,000 | inhibition, % at 11 µM; in the data active = inhibition above about 33%
Target sequence (P03206 whole entry, looked up): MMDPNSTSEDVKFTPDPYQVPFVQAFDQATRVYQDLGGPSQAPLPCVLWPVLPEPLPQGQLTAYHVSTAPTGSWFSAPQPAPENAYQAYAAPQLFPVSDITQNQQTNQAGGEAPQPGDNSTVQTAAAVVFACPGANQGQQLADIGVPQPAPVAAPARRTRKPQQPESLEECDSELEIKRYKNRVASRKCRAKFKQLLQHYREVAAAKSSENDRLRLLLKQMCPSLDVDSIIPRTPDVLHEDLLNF
LYPLA1 counter – counter-screen for PME1 inhibitors: inhibitors of human LYPLA1 | O75608 | hit rate 0.16% among 320,000 | inhibition, % at 5.9 µM | AID 2174 | recombinant LYPLA1, FP-Rh probe fluorescence polarization;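 active = inhibition above the mean of all tested compounds plus 3 SD, set per campaign, cut at about 14% in these data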;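 also: inhibitors block serine hydrolase probe labeling of LYPLA1 so polarization falls; 0% = enzyme with DMSO and 100% = wells lacking LYPLA1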
Target sequence (O75608 whole entry, looked up): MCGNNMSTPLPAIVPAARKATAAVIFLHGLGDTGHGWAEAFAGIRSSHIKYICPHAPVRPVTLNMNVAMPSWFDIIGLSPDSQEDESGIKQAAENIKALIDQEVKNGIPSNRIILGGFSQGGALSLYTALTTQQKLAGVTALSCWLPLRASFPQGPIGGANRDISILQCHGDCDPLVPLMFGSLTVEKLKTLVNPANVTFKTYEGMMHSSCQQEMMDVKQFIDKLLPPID
LYPLA2 counter – counter-screen for PME1 inhibitors: inhibitors of human LYPLA2 | O95372 | recombinant LYPLA2, FP-Rh probe fluorescence polarization | inhibition, % at 5.9 µM | hit rate 0.38% among 320,000;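 active = inhibition above the screen-wide mean plus 3 SD, limit set per campaign, cut at about 26% in these data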;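 also: 0% = LYPLA2 with DMSO and 100% = wells lacking LYPLA2 enzyme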
Target sequence (O95372 whole entry, looked up): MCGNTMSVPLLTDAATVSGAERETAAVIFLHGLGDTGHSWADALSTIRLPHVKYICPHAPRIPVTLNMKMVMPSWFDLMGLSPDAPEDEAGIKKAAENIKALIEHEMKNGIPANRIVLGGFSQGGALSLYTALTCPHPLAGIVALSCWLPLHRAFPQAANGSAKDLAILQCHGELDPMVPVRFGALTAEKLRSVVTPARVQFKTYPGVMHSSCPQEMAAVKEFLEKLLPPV
GSTO1 inh – counter-screen for RBBP9 inhibitors: inhibitors of human GSTO1 | P78417 | recombinant GSTO1, activity-based probe fluorescence polarization | inhibition, % at 5.96 µM | hit rate 1.1% among 300,000 | AID 1974;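 active = inhibition above the campaign mean inhibition plus 3 SD, cut at about 35% in these data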;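 also: 0% = GSTO1-1 with DMSO and 100% = wells lacking GSTO1-1 enzyme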
EBNA-1 inh – blocks EBNA-1 binding to DNA. EBNA-1 DNA binding, fluorescence polarization. hit rate 0.34% among 300,000. inhibition, % at 14.8 µM; in the data active = inhibition above about 28%
PREPL inhibitor – inhibitors of human prolyl oligopeptidase-like enzyme PREPL; Q4J6C6; recombinant PREPL, fluorescence polarization activity-based probe; inhibition, % at 5.96 µM; hit rate 0.68% among 320,000; AID 2751; in the data active = inhibition above about 43%;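 also: 0% = enzyme with DMSO and 100% = wells lacking enzyme; many of its hits are not listed in these tables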
PAFAH2 FP inh – inhibitors of human PAFAH2. Q99487. recombinant PAFAH2, FP-rhodamine activity probe, fluorescence polarization. inhibition, % at 3.39 µM. hit rate 0.99% among 340,000. AID 492956;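 active = inhibition above the mean over all tested compounds plus 3 SD, cut at about 30% in these data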;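 also: inhibitors block probe labeling of enzyme so polarization drops; 0% = enzyme with DMSO and 100% = wells lacking PAFAH2 protein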
PAD4 inh – inhibitors of human PAD4. inhibition, % at 6.36 µM. hit rate 0.41% among 330,000. recombinant PAD4, RCA probe fluorescence polarization;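 active = percent inhibition above a cutoff equal to the mean of all tested compounds plus 3 SD, cut at about 15% in these data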;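 also: 0% = PAD4 with RCA probe and DMSO and 100% = probe without PAD4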
PAFAH1B3 FP inh – blocks human PAF acetylhydrolase 1B catalytic subunit 3 | recombinant PAFAH1B3, FP-rhodamine probe, fluorescence polarization | hit rate 0.28% among 340,000 | Q15102 | inhibition, % at 3.39 µM;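 active = inhibition above the screen-wide average of all tested compounds plus 3 SD, cut at about 25% in these data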;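 also: 0% = enzyme with DMSO only and 100% = wells lacking PAFAH1B3 protein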
Target sequence (Q15102 whole entry, looked up): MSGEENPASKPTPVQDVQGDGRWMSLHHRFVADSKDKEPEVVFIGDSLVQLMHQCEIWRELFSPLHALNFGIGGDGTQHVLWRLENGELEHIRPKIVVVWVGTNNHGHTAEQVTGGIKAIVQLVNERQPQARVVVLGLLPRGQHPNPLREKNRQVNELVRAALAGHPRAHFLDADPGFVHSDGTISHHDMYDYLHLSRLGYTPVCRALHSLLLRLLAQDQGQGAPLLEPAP
Starred values were filed as active, the others as inactive; nt = no result given; & = joins results of further samples.

#	compound	ZTA DNA inh	LYPLA1 counter	LYPLA2 counter	GSTO1 inh	EBNA-1 inh	PREPL inhibitor	PAFAH2 FP inh	PAD4 inh	PAFAH1B3 FP inh
1	CSCCC(NS(=O)(=O)c1ccccc1)C(=O)OCc1cc(=O)oc2cc(O)ccc12 (stereo not drawn)	4.1	1.6	-0.8	-5.9	-12.4	-11.6	9.1	-9.3	1.8
2	Cc1ccc(C(=O)COc2ccccc2-c2ccccc2)cc1	-6.3	-6.4	-4.5	2.5	7.7	6.3	-6.7	2.8	1.8
3	Cc1cccc(C(C)C)c1NC(=O)COC(=O)CNS(=O)(=O)c1ccccc1	12.4	1.0	-4.5	-1.5	5.8	-2.1	6.2	-1.3	4.9
4	CC1=Nc2cc(C(=O)NCc3ccco3)ccc2Sc2ccc(C)cc21	8.9	-9.4	-10.7	-1.7	-6.3	-2.6	-13.0	-3.8	2.7
5	NC(=NCCCCCCN=C(N)/N=C(\N)Nc1ccc(Cl)cc1)/N=C(\N)Nc1ccc(Cl)cc1	12.9&-16.0&17.0	-1.6&1.4&-3.8	1.7&10.8&7.4	1.3&10.0&-2.9	1.8&1.4&-0.9	-2.0&-8.5&-15.6	6.6&-9.0&4.3	-2.7&-1.0&-0.5	-1.8&2.8&5.1
6	O=S1(=O)CCC(NC(=S)N2CCOCC2)C1 (stereo not drawn)	8.3	0.4	0.2	-1.7	-4.8	1.0	-2.5	2.0	5.3
7	Cn1c(Cn2c(=O)sc3ccccc32)nnc1SCC(=O)Nc1ccccc1F	1.0	0.8	-3.0	-4.0	-2.4	0.8	3.9	3.5	-2.7
8	O=C(NC1=NCCS1)c1cccs1	10.3	1.7	1.2	-7.8	-1.9	-10.6	5.2	2.8	-5.8
9	COC(=O)C1CN(C(=O)COc2ccccc2)c2ccccc2O1 (stereo not drawn)	-6.5	2.3	1.3	-3.8	-15.8	3.6	-7.4	-2.6	4.9
10	CS(=O)(=O)N1CCc2cc(C(=O)Nc3ccc(O)cc3)ccc21	-6.2	1.5	3.4	-1.8	13.8	5.3	-6.5	2.1	9.3
11	COc1ccc(/C=N/Nc2nn3cnnc3c3ccccc23)cc1	-3.9	1.2	0.6	-9.8	0.5	28.2	8.0	0.2	8.5
12	CCCCCn1c(N)c(-c2nc3ccccc3s2)c2c([N+](=O)[O-])nn(CC)c(=O)c21	1.8	-2.5	1.0	3.8	7.3	10.1	1.9	-0.2	0.7
13	CN=C(Nc1cc(C)nn1-c1ccccc1)c1ccccc1F	-7.0	0.0	0.0	5.4	2.5	4.2	-4.3	-5.2	0.4
14	CCCc1ccc(S(=O)(=O)N2CCN(C(C)C(=O)NCc3ccc(OC)cc3)CC2)cc1 (stereo not drawn)	14.5	0.8	9.8	nt	nt	4.5	4.8	2.3	3.4
15	Cc1nn(-c2ccccc2)c2ncc(C(=O)c3cc(Cl)ccc3O)cc12	6.2	-7.8	-6.3	-2.3	11.8	-19.2	-17.0	-2.7	-2.4
16	CN(C)C(=O)c1ccc(-c2cc(C(F)(F)F)nn2C)s1	-4.4	-1.7	-6.3	1.5	-17.8	8.4	nt	0.8	nt
17	COc1ccc2c(C(=O)c3ccc(C)cc3)n(Cc3ccc(C(N)=O)cc3)[n+]([O-])c2c1	2.9	-0.2	0.6	4.0	11.1	-10.2	2.3	-6.0	-1.7
18	CCOc1ccc(-c2cc(C(=O)NN3CCN(C)CC3)c3cc(Cl)ccc3n2)cc1	7.2	-3.8	-2.8	-1.0	5.8	-4.9	nt	-2.3	nt
19	c1ccc(-c2n[nH]c3ccccc23)cc1	1.5	-2.9	1.8	-4.9	0.9	1.7	-6.4	-2.1	9.0
20	CCOc1ccc(N(CC(=O)Nc2ccc(OC)cc2)S(=O)(=O)c2c(C)noc2C)cc1	4.2	2.1	4.5	2.6	6.3	-19.4	7.2	0.0	6.3
21	CC(=O)c1c(C)[nH]c(C(=O)CN2C(=O)NC(C)(C)C2=O)c1C	-3.9	-1.6	6.6	-0.4	-0.5	-7.7	-1.1	-3.5	11.9
22	Cc1ccc(OCC(=O)NC(=S)Nc2ccc(Br)c(C)n2)cc1	-1.4	0.3	0.1	-2.8	-3.0	6.2	0.6	-2.9	6.4
23	COc1ccc2c(C)cc(Sc3nnnn3-c3ccccc3)nc2c1	6.6	-3.9	-3.4	-3.1	-5.5	-2.9	6.7	-0.2	8.4
24	CCCCn1c(=O)c(CCC(=O)OCC(=O)Nc2ccc(F)c(Cl)c2)nc2ccccc21	4.0	-4.1	0.3	4.5	-1.1	-12.1	12.7	2.3	-6.8
25	COC(=O)c1ccc(OS(=O)(=O)c2ccc(NC(C)=O)cc2)cc1	-4.0	-4.8	-4.7	-1.4	-1.7	13.4	4.1	2.8	13.9
26	O=C(NNc1c(F)c(F)cc(F)c1F)c1cc2ccccc2oc1=O	5.5	0.5	1.6	2.3	-4.5	-14.0	-1.6	3.5	5.6
27	COc1cccc(CNC(=O)c2ccccc2C(=O)NC(C)(C)C(=O)NCc2cccc(OC)c2)c1	8.8	-0.8	0.7	-6.6	-11.2	17.0	9.8	5.2	3.6
28	CCOc1ccccc1OCC(=O)NC1CCCCC1	-14.6	0.5	2.4	8.0	6.6	15.3	-6.7	2.9	8.4
29	O=C(NCc1ccccc1)C(c1cccnc1)N(C(=O)c1ccccn1)c1ccc(F)cc1 (stereo not drawn)	-13.4	2.4	2.4	1.6	9.2	-5.0	-2.7	5.2	-0.4
30	O=C(NCc1ccccc1)NC1(C(=O)Nc2ccc3c(c2)OCCO3)CCCCC1	2.1	-1.1	-1.5	-2.9	11.3	5.4	-2.7	0.1	8.7

Compounds listed so far that contain a thiophene ring, fused or not:
#	compound	ZTA DNA inh	LYPLA1 counter	LYPLA2 counter	GSTO1 inh	EBNA-1 inh	PREPL inhibitor	PAFAH2 FP inh	PAD4 inh	PAFAH1B3 FP inh
8	O=C(NC1=NCCS1)c1cccs1	10.3	1.7	1.2	-7.8	-1.9	-10.6	5.2	2.8	-5.8
16	CN(C)C(=O)c1ccc(-c2cc(C(F)(F)F)nn2C)s1	-4.4	-1.7	-6.3	1.5	-17.8	8.4	nt	0.8	nt

Looked up by structure from above (2):
#	compound	ZTA DNA inh	LYPLA1 counter	LYPLA2 counter	GSTO1 inh	EBNA-1 inh	PREPL inhibitor	PAFAH2 FP inh	PAD4 inh	PAFAH1B3 FP inh
23	COc1ccc2c(C)cc(Sc3nnnn3-c3ccccc3)nc2c1	6.6	-3.9	-3.4	-3.1	-5.5	-2.9	6.7	-0.2	8.4
30	O=C(NCc1ccccc1)NC1(C(=O)Nc2ccc3c(c2)OCCO3)CCCCC1	2.1	-1.1	-1.5	-2.9	11.3	5.4	-2.7	0.1	8.7

New compounds follow:
#	compound	ZTA DNA inh	LYPLA1 counter	LYPLA2 counter	GSTO1 inh	EBNA-1 inh	PREPL inhibitor	PAFAH2 FP inh	PAD4 inh	PAFAH1B3 FP inh
31	CCCOc1ccc(C(=O)NNC(=S)NC(=O)c2cccs2)cc1	12.1	-2.0	0.1	5.1	-10.9	0.7	6.9	-1.9	11.7
32	CCOc1ccc(-c2nnc(-c3ccccc3)n2-c2ccccc2)cc1	4.8	-2.2	4.7	-9.0	-2.5	-9.9	-1.6	4.8	5.9
33	Cc1ccc(S(=O)(=O)N2CCN(S(=O)(=O)c3ccc4c(c3)OCCO4)CC2)cc1	4.5	-4.3	0.7	6.9	1.7	-1.2	11.8	0.9	2.0
34	CC1CCN(C(=O)c2cccc(NC(=O)c3cccs3)c2)CC1	-13.2	0.2	-4.9	-4.6	-6.0	1.9	4.4	4.3	7.5
35	CCOC(=O)C1=C(C)N(C)C(=O)NC1c1c(O)ccc2ccccc12 (stereo not drawn)	17.5	0.8	3.5	2.9	9.2	-9.5	6.5	-0.7	15.6
36	NC(N)=NC(N)=Nc1ccc(SC(F)(F)F)cc1	-3.4	-0.1	-5.2	0.4	11.5	-6.2	0.9	-5.8	0.4
37	Cc1ccc(NC(=O)C2CCCN(C(=O)c3ccc(Cl)cc3)C2)cc1S(=O)(=O)N1CCOCC1 (stereo not drawn)	-0.8	1.8	-4.4	-0.6	0.1	5.0	-2.8	-4.9	4.0
38	C=Cc1ccc(Cn2nc(-c3ccccc3)ccc2=O)cc1	-9.9	-0.5	1.9	-6.0	-12.6	-37.5	-0.9	1.0	3.8
39	O=C(Nc1ccccc1F)NC1CC1	4.6	-3.1	-4.9	3.7	0.7	-8.7	1.4	-5.2	5.2
40	c1ccc(CNc2ncnc3sccc23)cc1	7.2	-3.6	-0.2	-13.1	1.8	3.8	-4.9	-4.7	-4.4
41	CCc1nc(NCC2CCCO2)c2oc3ccccc3c2n1 (stereo not drawn)	-6.2	0.8	2.0	-1.3	-6.3	-7.1	-8.0	0.2	1.5
42	CSc1ccc(S(=O)(=O)NCC(=O)OCC(=O)N2CCC(C)CC2)cc1[N+](=O)[O-]	-16.9	-0.2	-4.3	nt	nt	21.8	14.2	-4.6	1.1
43	CCOc1ccc(C(=O)N/N=C/c2c(C)[nH]c(=O)[nH]c2=O)cc1	7.2	1.4	5.8	1.2	4.5	5.6	nt	-3.3	nt
44	O=c1c2nncn2c2cccnc2n1CCNc1ncc(C(F)(F)F)cc1Cl	-5.0	-3.6	4.9	2.1	-13.5	-0.1	-2.4	-1.5	-1.0
45	CCOC(=O)CC(=O)CSc1ncnc2c1cnn2-c1ccccc1	-14.9	-4.2	-6.2	-29.4	1.2	4.7	7.0	-10.9	1.8
46	O=C(COC(=O)c1cnc(Cl)c(Cl)c1)Nc1ccc(S(=O)(=O)N2CCCC2)cc1	-17.9	-4.8	3.9	5.0	10.4	-7.5	5.5	2.9	-2.9
47	CC1(C(=O)Nc2ccc3c(c2)OCO3)CC1(Cl)Cl (stereo not drawn)	8.7	-6.8	-7.2	6.1	-3.1	6.4	3.2	-1.3	0.4
48	C=CCOCC(O)Cn1c(N2CCCC2)nc2c1c(=O)[nH]c(=O)n2C (stereo not drawn)	-14.6	1.9	2.0	-2.8	0.5	-3.6	-5.0	-3.0	-3.9
49	O=C(NCc1ccc(Cl)cc1)C1CC(O)CN1S(=O)(=O)c1ccc(Cl)cc1 (stereo not drawn)	3.0	0.7	-0.4	6.2	-3.3	-0.2	-6.8	0.9	10.2
50	CCN(CC)CCCNC(=O)Cn1nc([N+](=O)[O-])c(Cl)c1C	-2.1	-2.5	1.7	0.1	-1.2	2.1	0.3	-3.8	0.8
51	CCN(CC)CCn1c(=N)n(CCO)c2ccccc21	1.3	0.1	-1.0	8.8	0.2	-2.4	4.0	-2.6	4.8
52	CC(=O)NN1C(=O)/C(=C\c2ccc(Br)o2)SC1=S	25.3	-12.8	-15.7	69.3*	9.6	-8.1	2.7	-32.6	0.2

For convenience, six of the compounds above:
#	compound	ZTA DNA inh	LYPLA1 counter	LYPLA2 counter	GSTO1 inh	EBNA-1 inh	PREPL inhibitor	PAFAH2 FP inh	PAD4 inh	PAFAH1B3 FP inh
46	O=C(COC(=O)c1cnc(Cl)c(Cl)c1)Nc1ccc(S(=O)(=O)N2CCCC2)cc1	-17.9	-4.8	3.9	5.0	10.4	-7.5	5.5	2.9	-2.9
47	CC1(C(=O)Nc2ccc3c(c2)OCO3)CC1(Cl)Cl (stereo not drawn)	8.7	-6.8	-7.2	6.1	-3.1	6.4	3.2	-1.3	0.4
48	C=CCOCC(O)Cn1c(N2CCCC2)nc2c1c(=O)[nH]c(=O)n2C (stereo not drawn)	-14.6	1.9	2.0	-2.8	0.5	-3.6	-5.0	-3.0	-3.9
49	O=C(NCc1ccc(Cl)cc1)C1CC(O)CN1S(=O)(=O)c1ccc(Cl)cc1 (stereo not drawn)	3.0	0.7	-0.4	6.2	-3.3	-0.2	-6.8	0.9	10.2
50	CCN(CC)CCCNC(=O)Cn1nc([N+](=O)[O-])c(Cl)c1C	-2.1	-2.5	1.7	0.1	-1.2	2.1	0.3	-3.8	0.8
51	CCN(CC)CCn1c(=N)n(CCO)c2ccccc21	1.3	0.1	-1.0	8.8	0.2	-2.4	4.0	-2.6	4.8

A portion of the library; rates above refer to the full screens.
